Bioassay records (PubChem)
RAD54 inh – RAD54 (human) branch migration inhibition; 360,000 tested, 0.14% active; AID 602329; Q92698; inhibition, % at 10.4 µM; RAD54 Holliday junction branch migration, FAM/BHQ fluorescence;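 active means mean normalized replicate activity at least 40 and at least half of replicates scoring 40 or more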;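 further: 0% = median of neutral control wells and 100% = median of positive control wells; inhibitors cause a drop in the FAM fluorescence signal; in these data hits start at about 50%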
FN deposition inh – fibronectin deposition inhibition; AH1F fibroblasts, Alexa488-fibronectin deposition fluorescence, overnight; inhibition, % at 12.6 µM; 350,000 tested, 0.086% active; AID 743247;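 active means mean inhibition across replicates of 30% or more, regardless of how many single replicates reach that level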;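 further: positive control wells lacked labelled fibronectin entirely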
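Material – AH1F fibroblast monolayer, labelled fibronectin deposition · Reagent – labelled fibronectin 24 nM · Timing – 1 h adhesion, overnight exposure · Measured by – fluorescence at 485 nm excitation, 525 nm emission · Read-out – inhibition of fibronectin deposition signal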
E-sel inducer – induces E-selectin expression in human endothelial cells | P16581 | 260,000 tested, 0.37% active | activation, % at 7.58 µM | HUVEC E-selectin immunofluorescence imaging; normalized: neutral wells 0, TNF-alpha wells 100;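 active means mean E-selectin-positive cell signal at least 10% of the positive control, reached in at least 60% of replicates, without over 20% cell loss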;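 further: in these data hits start at about 27%; measured in HUVEC primary endothelial cells; signal is the percent of cells scored E-selectin positive by PE staining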
Target sequence (P16581 whole entry, looked up): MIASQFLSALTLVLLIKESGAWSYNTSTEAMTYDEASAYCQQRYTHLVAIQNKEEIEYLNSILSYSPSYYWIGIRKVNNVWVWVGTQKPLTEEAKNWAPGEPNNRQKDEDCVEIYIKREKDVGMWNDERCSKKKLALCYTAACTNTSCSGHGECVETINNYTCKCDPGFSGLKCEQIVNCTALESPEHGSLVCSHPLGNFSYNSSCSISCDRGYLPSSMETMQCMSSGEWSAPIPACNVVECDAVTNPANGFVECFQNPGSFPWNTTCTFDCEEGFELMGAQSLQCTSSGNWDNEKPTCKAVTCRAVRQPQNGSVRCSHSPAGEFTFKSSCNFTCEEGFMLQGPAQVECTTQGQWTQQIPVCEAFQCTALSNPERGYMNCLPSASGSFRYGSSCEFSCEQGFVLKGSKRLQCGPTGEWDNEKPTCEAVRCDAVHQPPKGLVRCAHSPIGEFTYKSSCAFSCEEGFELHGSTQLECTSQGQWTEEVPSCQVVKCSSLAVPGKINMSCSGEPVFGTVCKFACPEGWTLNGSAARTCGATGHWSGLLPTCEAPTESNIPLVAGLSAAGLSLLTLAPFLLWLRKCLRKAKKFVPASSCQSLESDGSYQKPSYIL
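material = human umbilical vein endothelial cells (HUVEC), E-selectin induction | quantity = 3,000 cells/well | medium = EGM-2 growth medium on 0.1% gelatin-coated wells | technique = immunofluorescence imaging | read-out basis = % PE-positive cells | control set = TNF-alpha positive control, DMSO neutral control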
EWS-Fli inh – EWS/Fli transcriptional activity inhibition. A673 NR0B1-luciferase reporter, viability-normalised. 350,000 tested, 0.67% active. inhibition, % at 12.6 µM;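 active means mean inhibition of at least 50% after viability correction, with every replicate also passing that limit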;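 further: firefly luciferase signal divided by Alamar Blue viability fluorescence both relative to DMSO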
S100A4 inh HTS – inhibitors of human S100A4 binding to myosin IIA peptide. P26447. S100A4/TAMRA-MyoIIA peptide fluorescence polarization. inhibition, % at 10.7 µM. 360,000 tested, 0.14% active;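 active means mean inhibition of at least 70% across replicates, with every replicate also reaching that level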
Target sequence (P26447 whole entry, looked up): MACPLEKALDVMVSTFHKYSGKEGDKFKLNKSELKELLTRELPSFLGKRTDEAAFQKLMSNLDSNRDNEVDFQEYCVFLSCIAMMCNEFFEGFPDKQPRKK
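Test system: S100A4 monomer protein; Medium: HEPES pH 7.2 with CaCl2, KCl, NaCl, DTT, Triton; Probe or stimulus: TAMRA-labelled myosin IIA heavy-chain peptide probe, 5 nM; Doses: one dose per compound; Times: polarization read 5 min after assay mix addition, stable 5–60 min; Benchmarks: neutral control DMSO, positive control TFP.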
XiGFP reactiv – reactivates the inactive X chromosome in mouse fibroblasts; 360,000 tested, 0.055% active; activation, % at 7.58 µM; AID 743238; XiGFP mouse fibroblasts, % GFP-positive cells imaging, 3 d; cells co-treated with 5-aza-dC sensitizer; scaled so ellipticine positive control = 100%;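 active means mean normalized replicate activation at least 10% and every replicate at or above 10%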;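 further: 0% = median of on-plate neutral control wells and 100% = ellipticine 6 µM median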
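Material: XiGFP fibroblasts, SV40-immortalized; Buffer or medium: DMEM containing 5-aza-dC; Compound dosing: single point; Times: 3 days compound exposure.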
esBAF inh – SWI/SNF esBAF complex inhibition; AID 602393; mouse ES cells, Bmi1-luciferase knock-in reporter, 24 h; 100% = twice the neutral-well signal; reporter increase, % at 12.5 µM; 350,000 tested, 2% active; in the data active means activation above about 40%;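 further: 0% = median of the plate's neutral control wells and 100% = double that signal; a rise in the Bmi1 reporter signal indicates esBAF inhibition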
RAD52 inh – inhibitors of human RAD52 DNA annealing; inhibition, % at 18.7 µM; recombinant RAD52 DNA annealing, FRET fluorescence; AID 651710; P43351; 360,000 tested, 0.46% active;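 active means every replicate showing at least 50% inhibition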
Active calls of the source: *; . = not tested or not shown; & = joins results of further samples.

SMILES | RAD54 inh | FN deposition inh | E-sel inducer | EWS-Fli inh | S100A4 inh HTS | XiGFP reactiv | esBAF inh | RAD52 inh
CC1(C(=O)N2CC3(CC(c4ccccc4)=NO3)C[C@H]2C(=O)NCC(N)=O)CC1 (stereo not given in full) | -0.1 | 0.0 | -0.1 | -10.5 | 1.9 | 0.0 | -2.3 | -7.6
Cn1nc(C(F)(F)F)c(-c2ccccc2)c1NC(=O)c1ccco1 | . | 8.8 | -0.1 | -9.1 | 0.2 | 0.0 | -7.0 | 0.2
O=C1CC(N2CCN(Cc3ccccc3)CC2)C(=O)N1 (stereo not given) | . | 10.3 | . | -3.0 | -3.5 | 0.0 | . | -10.6
O=C(Nc1ccc(-c2cnco2)cc1)c1ccc(Cl)cc1 | -2.9 | 8.2 | -0.2 | -26.4 | -0.5 | -0.1 | 33.7 | -6.4
CCO/C(C)=N/Oc1cc(OC)cc(OC)c1 | -4.9 | -2.9 | 0.1 | -1.3 | -4.7 | 0.0 | 0.0 | 0.8
COc1ccc(S(=O)(=O)Nc2nnc(Cc3ccc(OC)c(OC)c3)s2)cc1 | -4.9 | -11.4 | -0.8 | -0.2 | -1.0 | 0.0 | -5.4 | -8.6
O=C(COC(=O)c1cc[n+]([O-])cc1)Nc1ccc(F)c([N+](=O)[O-])c1 | . | 2.6 | -3.0 | 12.3 | 2.1 | 0.8 | . | -4.0
COc1ccc(OCCN2CCN(C(=O)c3ccc(OC(F)F)c(OC)c3)CC2)cc1 | 4.3 | 1.3 | 0.6 | 35.3 | -4.7 | 0.1 | 2.6 | -12.2
c1ccc(C[C@H]2CNCCN2CC2CCCCC2)cc1 | -7.9 | 9.0 | 0.0 | -3.5 | -0.4 | -0.2 | -3.7 | -8.6
CN(CCc1ccccc1)C(=O)c1cccc(NC(=O)Cc2cccc(NC(=O)C3CCN(C(=O)C4CCCCC4)CC3)c2)c1 | 10.9 | 3.8 | 1.3 | 11.2 | -3.7 | 0.2 | -6.5 | -8.5
C[C@H]1CN([C@@H](C)CO)C(=O)c2cc(NS(=O)(=O)c3ccc(Cl)cc3)ccc2O[C@@H]1CN(C)Cc1ccc(C(=O)O)cc1 | -4.2 | -1.9 | 0.1 | -10.8 | 0.1 | -1.1 | 1.1 | 10.3
COc1cc(NC(=O)Cn2nnc(-c3ccncc3)n2)cc(OC)c1 | 3.3 | . | . | 1.1 | -4.4 | . | -11.7 | -19.4
COc1ccc(NC(=S)NN2CCN(C)CC2)cc1OC | -6.5 | 10.3 | . | -10.7 | 0.4 | 0.1 | 9.5 | -9.4
O=C(C[C@H]1CC[C@@H]2[C@H](COC[C@@H](O)CN2Cc2ccccc2)O1)N[C@@H]1CCN(Cc2ccccc2)C1 | 1.0 | 1.0 | 0.0 | -0.4 | 8.5 | -0.1 | -1.9 | 14.0
O=C(C[C@H]1C[C@H]2c3cc(NC(=O)NC4CCCC4)ccc3O[C@H]2[C@@H](CO)O1)NC1CCCC1 | 9.8 | 1.7 | -0.5 | 0.1 | 2.5 | 0.4 | 7.7 | -9.2

Reprinted from the part before: five entries; new compounds follow.
SMILES | RAD54 inh | FN deposition inh | E-sel inducer | EWS-Fli inh | S100A4 inh HTS | XiGFP reactiv | esBAF inh | RAD52 inh
C[C@H]1CN([C@@H](C)CO)C(=O)c2cc(NS(=O)(=O)c3ccc(Cl)cc3)ccc2O[C@@H]1CN(C)Cc1ccc(C(=O)O)cc1 | -4.2 | -1.9 | 0.1 | -10.8 | 0.1 | -1.1 | 1.1 | 10.3
COc1cc(NC(=O)Cn2nnc(-c3ccncc3)n2)cc(OC)c1 | 3.3 | . | . | 1.1 | -4.4 | . | -11.7 | -19.4
COc1ccc(NC(=S)NN2CCN(C)CC2)cc1OC | -6.5 | 10.3 | . | -10.7 | 0.4 | 0.1 | 9.5 | -9.4
O=C(C[C@H]1CC[C@@H]2[C@H](COC[C@@H](O)CN2Cc2ccccc2)O1)N[C@@H]1CCN(Cc2ccccc2)C1 | 1.0 | 1.0 | 0.0 | -0.4 | 8.5 | -0.1 | -1.9 | 14.0
O=C(C[C@H]1C[C@H]2c3cc(NC(=O)NC4CCCC4)ccc3O[C@H]2[C@@H](CO)O1)NC1CCCC1 | 9.8 | 1.7 | -0.5 | 0.1 | 2.5 | 0.4 | 7.7 | -9.2
CN(Cc1ccccc1)C(=O)Cn1c(=O)c2cccn2c2cccnc21 | -0.1 | -10.8 | -0.2 | . | 0.0 | 0.0 | 3.7 | -24.2
CC1OC(c2ccccc2)OC2COC(c3ccccc3)OC12 (stereo not given) | . | -9.2 | . | 0.3 | 1.1 | -0.1 | 3.6 | -14.8
C[C@H]1CN([C@@H](C)CO)C(=O)Cc2cc(NC(=O)CCN3CCOCC3)ccc2O[C@H]1CN(C)Cc1ccc2c(c1)OCO2 | -6.6 | . | . | -3.4 | -0.9 | 0.3 | -3.7 | -2.4
C[C@@H]1CN([C@H](C)CO)C(=O)Cc2cc(NC(=O)NC3CCCCC3)ccc2O[C@@H]1CN(C)C(=O)NC1CCCCC1 | -3.0 | . | -0.1 | 5.0 | 6.3 | 0.2 | 0.7 | -9.0
COc1ccc(C(CNc2ncnc3sc(C)c(C)c23)N(C)C)cc1 (stereo not given) | -1.9 | 1.3 | 14.9 | 12.7 | -2.6 | -0.1 | 0.9 | -9.4
CC(=S)/C=C1\Sc2ccccc2N1C | 3.2 | . | . | 13.3 | -30.2 | . | 5.1 | -11.9
C[C@@H]1CCCCO[C@@H](CN(C)CC2CC2)[C@@H](C)CN([C@H](C)CO)C(=O)c2cc(NS(=O)(=O)c3cn(C)cn3)ccc2O1 | 5.5 | . | 0.3 | . | 10.6 | 0.1 | -1.3 | 11.3
O=C(O)c1ccc(N2C(=O)C3C4c5ccccc5C(Br)(c5ccccc54)C3C2=O)cc1 (stereo not given) | . | . | . | 11.5 | -4.2 | 0.0 | . | -8.1
CCOC(=O)C1CCN(C(=O)C(C)N(c2ccc(Oc3ccccc3)cc2)S(C)(=O)=O)CC1 (stereo not given) | . | -9.1 | . | -4.8 | -0.2 | 0.0 | . | -14.2
COCC(=O)N1[C@H](CO)[C@@H](c2ccccc2)[C@@H]1C#N | 3.8 | -26.0 | -0.2 | -4.9 | -0.3 | 0.5 | -4.4 | -11.2
C[C@H](CO)N1C[C@H](C)[C@@H](CN(C)C)Oc2c(NC(=O)C3CC3)cccc2C1=O | -7.7&0.3 | -2.5 | -4.3&0.0 | 1.5&-1.7 | -4.0&0.0 | 0.0&0.0 | -1.1&-0.3 | -1.9&-8.1
CSCC[C@H](NC(=O)Cc1c(C)c2c(cc(C)c3c(C)c(C)oc32)oc1=O)C(=O)O | 4.2 | -0.9 | -0.1 | 11.8 | -2.9 | 0.1 | -8.1 | -1.2
O=C(O)C1C(c2ccccc2)=C1c1ccc(Br)cc1 (stereo not given) | . | -4.4 | 0.3 | 7.9 | -2.3 | 0.2 | . | 0.3
CCOc1ccc(C(=O)Nc2nc(C)cc(C)n2)cc1[N+](=O)[O-] | 1.1 | 4.9 | . | . | . | 0.2 | -5.2 | .
O=C(CCCO)NC1Cc2ccccc2C1 | . | -1.8 | 2.5 | -0.1 | -11.6 | 0.0 | -0.6 | -9.5

An excerpt of these results, with each value named.
CCOC(=O)C1CCN(C(=O)C(C)N(c2ccc(Oc3ccccc3)cc2)S(C)(=O)=O)CC1 (stereo not given)
- RAD54 inh: .
- FN deposition inh: -9.1
- E-sel inducer: .
- EWS-Fli inh: -4.8
- S100A4 inh HTS: -0.2
- XiGFP reactiv: 0.0
- esBAF inh: .
- RAD52 inh: -14.2
COCC(=O)N1[C@H](CO)[C@@H](c2ccccc2)[C@@H]1C#N
- RAD54 inh: 3.8
- FN deposition inh: -26.0
- E-sel inducer: -0.2
- EWS-Fli inh: -4.9
- S100A4 inh HTS: -0.3
- XiGFP reactiv: 0.5
- esBAF inh: -4.4
- RAD52 inh: -11.2
C[C@H](CO)N1C[C@H](C)[C@@H](CN(C)C)Oc2c(NC(=O)C3CC3)cccc2C1=O
- RAD54 inh: -7.7&0.3
- FN deposition inh: -2.5
- E-sel inducer: -4.3&0.0
- EWS-Fli inh: 1.5&-1.7
- S100A4 inh HTS: -4.0&0.0
- XiGFP reactiv: 0.0&0.0
- esBAF inh: -1.1&-0.3
- RAD52 inh: -1.9&-8.1

New compounds follow:
SMILES | RAD54 inh | FN deposition inh | E-sel inducer | EWS-Fli inh | S100A4 inh HTS | XiGFP reactiv | esBAF inh | RAD52 inh
O=C(Nc1ccc(N2CCN(C(=O)c3ccco3)CC2)c(Cl)c1)c1c(F)c(F)c(F)c(F)c1F | -14.0 | 2.7 | . | . | -0.5 | . | . | -5.5
CNC(=O)C[C@@H]1CC[C@@H]2[C@H](COc3ccc(NC(=O)Cc4cccs4)cc3C(=O)N2C)O1 | 4.5 | 3.7 | -0.1 | 6.9 | . | 0.2 | 2.3 | .
COc1ccc(OC)c2[nH]c(=O)c(CCNC(=O)Cc3cccs3)cc12 | . | 13.9 | . | -8.5 | -4.0 | 0.0 | . | -2.8
CC(C)COC(=O)N(C)C[C@H]1OCc2ccccc2-c2c(n(C)c3ccccc23)C(=O)N([C@@H](C)CO)C[C@@H]1C | 12.3 | -2.9 | -3.5 | -10.5 | 4.9 | 0.7 | -1.9 | 13.0
CN1C(C(=O)NCc2cccc(Br)c2)CC2Cn3c(nc4cc5ccccc5cc43)C21 (stereo not given) | 8.4 | -2.4 | 0.0 | 2.0 | 1.6 | 0.0 | -2.9 | -11.0
O=C(c1ccccn1)N1CC(=O)N2[C@H](C1)[C@@H](c1ccc(-c3cccc(F)c3)cc1)[C@@H]2CO | . | . | 0.5 | 5.3 | -0.6 | 0.7 | . | 4.3
O=C(NC1CCN(Cc2ccccc2)CC1)C(NS(=O)(=O)c1cccc2nsnc12)c1ccccc1 (stereo not given) | . | 18.4 | . | 1.6 | -6.7 | 0.1 | . | -8.8
COc1cccc(/C=C/C(=O)OCC(=O)N2c3ccccc3CC2C)c1OC (stereo not given) | 4.4 | -5.7 | . | 2.1 | -2.4 | 0.0 | . | -5.9
CCc1ccccc1NC(=O)CSc1n[nH]c(-c2cccnc2)n1 | . | 3.4 | -0.1 | 3.1 | -2.9 | -0.1 | -3.5 | -6.6
COc1ccc(-c2cn(CCN)c(-c3ccncc3)n2)cc1 | 11.1 | -1.5 | 0.1 | 2.7 | 0.0 | 0.1 | -11.5 | -9.4
O=C(CCS(=O)(=O)c1ccc(Cl)cc1)Nc1ccc(N2CCOCC2)cc1 | -9.8 | 2.4 | 0.0 | 0.0 | -0.5 | 0.0 | -2.0 | -11.1
O=[N+]([O-])c1ccc(OCCn2cnc3ccccc32)cc1 | . | . | . | 5.7 | -3.8 | 0.0 | . | -0.4
COc1ccc(C(CCN)Cc2ccccc2)cc1 (stereo not given) | . | -1.3 | -0.4 | 2.2 | -0.4 | 0.0 | . | -30.8
Cc1cccc(NS(=O)(=O)c2cc3c4c(c2)C(C)C(=O)N4CCC3)c1 (stereo not given) | 2.4 | 4.1 | . | -0.9 | -2.4 | 0.5 | 2.0 | -4.7
O=S(=O)(c1ccccc1F)N1CC[C@H]2[C@H](CO)Nc3ccc(-c4ccccc4)cc3[C@H]21 | 1.9 | 11.9 | 0.8 | -6.7 | 11.3 | 0.3 | 6.8 | 33.4
CCCOc1ccc(C(=O)Nc2ccc(N3CCN(C(C)=O)CC3)cc2)cc1 | 6.3 | 7.9 | 1.2 | . | . | . | -9.1 | .
